Dicer inh = human Dicer pre-microRNA cleavage inhibition. Q9UPY3. cat-ELCCA pre-miR-21 Dicer processing, chemiluminescence; stronger effect = higher value. z-score at 25 µM. 47,000 compounds, 6% hits. AID 1347074; in the data active = z-score above about 3, passing the limit was not always enough;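 note: plate controls were vehicle for no effect and no enzyme for full effect; higher signal means more uncleaved substrate so more Dicer inhibition; strong numbers were not always called active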
Active calls of the source: *; ! = a repeat was not active. A portion of the library, so the mix of outcomes need not match the whole.

SMILES | Dicer inh
Cn1c(N/N=C/c2ccncc2)nc2c1c(=O)n(Cc1ccccc1)c(=O)n2C | 0.04
COc1nc2c(c(-c3ccc[nH]3)c1C#N)Cc1ccccc1-2 | -0.44
CCOc1cc(C2C(C(=O)OCCOC)=C(C)NC3=C2C(=O)CC(c2cccs2)C3)ccc1O (stereo not given) | 3.3*
CCOc1cc(N2CCOCC2)c(OCC)cc1NS(=O)(=O)c1ccc(OC)cc1 | 1.2
CCC(C)C(NC(=O)OC(C)(C)C)C(=O)NC (stereo not given) | -1.1
CC1=N/C(=C/c2ccccc2O)C(=O)O1 | 0.13
Cn1c(SCC(=O)c2ccc(Br)cc2)nc2sc3c(c2c1=O)CCCC3 | -1.1
CC(C)(C)c1ccc(C2c3c(oc4ccccc4c3=O)C(=O)N2c2nccs2)cc1 (stereo not given) | -1
COc1ccc(-n2c(C)c([N+](=O)[O-])c3ccc(O)c(CN4CCCCC4)c32)cc1 | 3.5*
CC(C)c1ccc(C2/C(=C(\O)c3ccc(Cl)cc3)C(=O)C(=O)N2CCCN2CCOCC2)cc1 (stereo not given) | 2.2
O=C1CCCC(O)=C1C=Nc1ccccc1 | 0.6
CSC(N)=Nc1ccc(Cl)cc1 | 3*!
Cc1cc(C(=O)NC(=O)NNc2c(Cl)cncc2Cl)nn1-c1c(Cl)cc(Cl)cc1Cl | 2.4
CCN(CC)CCCNC(=O)Cn1nc([N+](=O)[O-])c(Br)c1C | -0.61
O=S(=O)(CCO)c1ccc(C(F)(F)F)cn1 | -1.2
Cc1cc(C)n(C2=NCCN2S(C)(=O)=O)n1 | 1.1
CNC(=O)n1cc(C)c(-c2ccccc2)n1 | -2.1
O=C1c2cccc3cccc(c23)C(=O)N1c1ccccc1 | 0.9
O=c1oc2ccccc2n1Cc1ccc(Cl)cc1 | -0.45
O=C(NCc1c(Cl)cccc1Oc1ccccc1)c1ccc(Cl)cc1 | -0.19
O=C1C2ON(c3ccccc3)C(c3ccncc3)C2C(=O)N1c1cccc(Br)c1 (stereo not given) | -0.46
CCOC(=O)C(NC(=O)c1cccc(Cl)c1)(Nc1ccc(F)cc1F)C(F)(F)F (stereo not given) | 0.14
N#Cc1c(-c2ccccc2)[nH]c(SCc2ccccc2)nc1=S | 0.36
NC1=NC(c2cccc(Cl)c2)n2c(nc3ccccc32)N1 (stereo not given) | 0.7
O=c1c2ccccc2nc2n1CCCS2 | 0.38

(continued)
SMILES | Dicer inh
S=C1CCc2ccccc2N1Cc1ccccc1 | -0.66
C=C1SC(Nc2ccccc2Cl)=NC12CCCCC2 | -1
NC(CSCc1c(F)cccc1Cl)C(=O)O (stereo not given) | -0.31
CC1=C(C(=O)OC(C)C)C(c2cc3c(cc2Cl)OCO3)C2=C(CC(c3ccccc3)CC2=O)N1 (stereo not given) | 2.7
COc1cc(OC)c(NC(=O)CC2SC(N)=NC2=O)cc1Cl (stereo not given) | -0.39
CN(C)c1nc(N2CCOCC2)nc(N(c2ccccc2)c2ccccc2)n1 | 0.61
Cc1cccc(NC(=O)Nc2ccccc2)n1 | 0.17
S=C1C=C(N2CCCCC2)CC(c2cccs2)S1 (stereo not given) | 4.9*
Cn1nc(C(C)(C)C)c([N+](=O)[O-])c1C(C)(C)C | -0.78
C=CCOC(=O)C1=C(C)NC2=C(C(=O)CC(C)(C)C2)C1c1ccc(OCCC)c(OC)c1 (stereo not given) | -0.51
CSc1sc(-c2nnc(SCC(=O)Nc3ccc(Cl)cc3)n2C)c2c1C=CCC2 | 1.8
NC(=S)c1nc(-c2ccccc2)oc1N | -0.75
Cc1cc(-c2cccc(Br)c2)c(C#N)c(N)n1 | -0.14
O=S(=O)(NCCc1nc2ccccc2[nH]1)c1ccccc1 | 1.4
Cn1c(-c2ccccc2)cnc1NCc1ccc(Br)cc1 | 1.1
CCOC(=O)C1Cc2c([nH]c3ccccc23)C(C)N1 (stereo not given) | -0.9
Cc1cc(C)c2c(N)c(-c3n[nH]c(=S)n3C)sc2n1 | -3.3
CCOc1ccc(-c2nc(C#N)c(N3CCN(C)CC3)o2)cc1 | -1.1
O=C(CN1C(=O)c2ccccc2S1(=O)=O)NC1CCCCC1 | 1.1
Cc1ccc([N+](=O)[O-])c(C)c1Nc1ccccc1C(=O)O | -0.91
C#CCOc1ccc(C2C(C(=O)OC)=C(C)NC3=C2C(=O)c2ccccc23)cc1OCC (stereo not given) | 1.1
Nc1nc2ccccc2n1CCOc1ccc2ccccc2c1 | -0.02
Cc1[nH][nH]c(=O)c1C(c1ccccc1OCc1ccc(Br)cc1)c1c(C)[nH][nH]c1=O | -6.6
CNC(=O)c1cc(OC)ccc1Br | 0.06
COC(=O)c1c(C)[nH]c(C)c1/C=C1\C(=O)Nc2ccccc21 | -0.03

Rewritten tab-delimited: part of the list above
SMILES	Dicer inh
CN(C)c1nc(N2CCOCC2)nc(N(c2ccccc2)c2ccccc2)n1	0.61
Cc1cccc(NC(=O)Nc2ccccc2)n1	0.17
S=C1C=C(N2CCCCC2)CC(c2cccs2)S1 (stereo not given)	4.9*
Cn1nc(C(C)(C)C)c([N+](=O)[O-])c1C(C)(C)C	-0.78
C=CCOC(=O)C1=C(C)NC2=C(C(=O)CC(C)(C)C2)C1c1ccc(OCCC)c(OC)c1 (stereo not given)	-0.51
CSc1sc(-c2nnc(SCC(=O)Nc3ccc(Cl)cc3)n2C)c2c1C=CCC2	1.8
NC(=S)c1nc(-c2ccccc2)oc1N	-0.75
Cc1cc(-c2cccc(Br)c2)c(C#N)c(N)n1	-0.14
O=S(=O)(NCCc1nc2ccccc2[nH]1)c1ccccc1	1.4
Cn1c(-c2ccccc2)cnc1NCc1ccc(Br)cc1	1.1
CCOC(=O)C1Cc2c([nH]c3ccccc23)C(C)N1 (stereo not given)	-0.9
Cc1cc(C)c2c(N)c(-c3n[nH]c(=S)n3C)sc2n1	-3.3
CCOc1ccc(-c2nc(C#N)c(N3CCN(C)CC3)o2)cc1	-1.1
O=C(CN1C(=O)c2ccccc2S1(=O)=O)NC1CCCCC1	1.1
Cc1ccc([N+](=O)[O-])c(C)c1Nc1ccccc1C(=O)O	-0.91
C#CCOc1ccc(C2C(C(=O)OC)=C(C)NC3=C2C(=O)c2ccccc23)cc1OCC (stereo not given)	1.1
Nc1nc2ccccc2n1CCOc1ccc2ccccc2c1	-0.02
Cc1[nH][nH]c(=O)c1C(c1ccccc1OCc1ccc(Br)cc1)c1c(C)[nH][nH]c1=O	-6.6
CNC(=O)c1cc(OC)ccc1Br	0.06
COC(=O)c1c(C)[nH]c(C)c1/C=C1\C(=O)Nc2ccccc21	-0.03

The main list resumes with the two entries that preceded the break.
SMILES | Dicer inh
CNC(=O)c1cc(OC)ccc1Br | 0.06
COC(=O)c1c(C)[nH]c(C)c1/C=C1\C(=O)Nc2ccccc21 | -0.03
Cc1cc(C)n(CC(=O)n2c3ccccc3c3ccccc32)n1 | 1.2
CCOC(=O)/C(C#N)=C/Nc1cc(F)ccc1C | 0.16
CC(=O)Oc1c(-c2ccccc2)c(=O)n2c3c(cccc13)CC2 | 2.6
COc1cc(CNCCSc2nnnn2C)ccc1OCc1ccc(C)cc1 | -0.37
CO/N=C1\CCCc2c(C(=O)N/N=C/c3ccccc3Cl)sc(SC)c21 | -1.1
COc1ccc(NC(=O)Nc2c(C)noc2-c2ccccc2)cc1 | 1.5
CC(C)CCNc1nc2c([nH]1)c(=O)n(C)c(=O)n2C | 2.9
C/C(=C\C#N)NC(=O)c1nccnc1C(=O)O | 4.6*
CSc1nc(N/C=C(\C#N)S(=O)(=O)c2ccccc2Cl)nc(N(C)C)n1 | 0.04
N#CC1C(=O)NC(N2CCN(c3ccccc3)CC2)=NC12CCCCC2 (stereo not given) | -0.23
O=C(O)c1cccnc1SC1CC(=O)N(c2ccccc2)C1=O (stereo not given) | 0.54
CC(C)Cn1c(Cn2c3ccccc3c3ccccc32)n[nH]c1=S | 3.9*
Cc1cnc(NC(=O)c2ccc(Cl)cc2)c(Br)c1 | -3.4
CCOC(=O)C1=C(N)Oc2c(Br)cc(Cl)cc2C1C(C#N)C(=O)OCC (stereo not given) | 2.2
Cc1nn(CCC#N)c(C)c1Oc1ccc(Cl)cc1 | -1.4
NC(=O)Cn1nc2sc3ccccc3n2c(=O)c1=O | -1.3
COc1ccc(CCn2c(=S)[nH]c3cc(C(F)(F)F)ccc32)cc1OC | -1.3
Cc1nn2c3c(cnc2c1-c1ccccc1)C(=O)CC(/C=C/c1ccccc1)C3 (stereo not given) | 0.63
NC(=S)NNC(=O)C12CC3CC(CC(C3)C1)C2 | 0.03
Cc1cc2n(n1)C(c1cccs1)Nc1ccccc1-2 (stereo not given) | 0.96
Fc1ccccc1Nc1nc(-c2ccccn2)cs1 | 1.7
CC(C)NC(=S)/N=C(\N)Nc1ccc(Cl)c(Cl)c1 | -0.56
NC(=O)CSc1nc2c(c(=O)n1Cc1ccccc1)C1(CCCCC1)Cc1ccccc1-2 | 1.2
O=C1Nc2ccccc2C1C(C[N+](=O)[O-])c1ccccn1 (stereo not given) | 0.17
Cc1cc(S(=O)(=O)c2ccc(C(F)(F)F)cc2[N+](=O)[O-])c(Cl)cc1Cl | -1.6

Remaining list, next part:
SMILES | Dicer inh
O=c1oc2cc3occ(-c4ccccc4)c3cc2c2ccccc12 | -0.19
CCCNC(=O)c1nn2c(C(F)(F)F)cc(-c3cccs3)nc2c1Br | -0.58
COc1ccc(/C(C#N)=C/c2cn[nH]c2)cc1 | -0.82
O=c1c(O)c(-c2ccc3c(c2)OCO3)oc2ccccc12 | 0.73
Cc1ccc(C(=O)CSc2nc3ccccc3c(=O)[nH]2)cc1 | 1.4
CCN1C(=O)C2(/C(=C(/O)c3ccc(OC)cc3)C(=O)C(=O)N2CCOC)c2ccccc21 (stereo not given) | 0.23
Fc1cccc(Cl)c1Cn1nnc(-c2ccccc2C(F)(F)F)n1 | 3.1*
COc1cccc(-c2ccc(-c3noc(-c4cccs4)n3)c(OC)n2)c1 | 1.5
CCOC(=O)c1c(C)oc2ccc(NS(=O)(=O)c3cc(OC)ccc3OC)cc12 | -1.9
COC(=O)c1c(NC(=O)c2c(C)cc(C)cc2C)sc2c1C(C(=O)OC)CC2 (stereo not given) | 1.1
NS(=O)(=O)c1ccc(NC2SC(=O)N(c3ccccc3)C2=O)cc1 (stereo not given) | 0.52
Cc1nnc(NC(=O)CN2C(=O)COc3ccc(Cl)cc32)s1 | 2.1
CCCCCCCCCCCCCCCC(=O)OC(CC(=O)O)C[N+](C)(C)C (stereo not given) | -0.59
Cc1onc(-c2c(Cl)cccc2Cl)c1NC(=O)c1c(-c2c(Cl)cccc2Cl)noc1C | 0.05
Cc1ccc(C)n1CCN1CCN(C(=O)C(C)(C)C)CC1 | -1.7
Cc1cc(C)c2c(N)c(S(=O)(=O)Cc3ccccc3)sc2n1 | 4.1*
N#Cc1ccsc1NC(=O)C(Cl)Cl | 0.02
CNC(=O)NNC(=O)CC1Sc2ccccc2NC1=O (stereo not given) | 22
CCc1ccc(S(=O)(=O)N(C(=O)c2cccnc2)c2ccc3oc(=O)sc3c2)cc1 | 6.2*
Cn1c(=O)c2c(nc(N3CCOCC3)n2Cc2ccc(Cl)cc2)n(C)c1=O | -0.46
C=CCSc1nnc2c(n1)[nH]c1c(C)cccc12 | 1
C=CCC(Nc1cccc(C)c1)c1ccco1 (stereo not given) | -1.7
CCOC(=O)/C(C#N)=C/N/S(C)=N/N=C/c1ccc(N(C)C)cc1 (stereo not given) | -1.6
O=C(CSC(=S)NNc1ccccc1)c1cccc([N+](=O)[O-])c1 | -1.1
CC[N+](C)(C)c1cccc(O)c1 | -0.3

More results:
SMILES | Dicer inh
Nc1ccc(C(=O)Nc2nc3cc(N)ccc3s2)cc1 | 2.6
CCCn1c2ccc(F)cc2c2nnc(SCCN(CC)CC)nc21 | -1.3
CCOC(=O)c1c(N=Cc2ccc(OC)c(OC)c2Cl)n[nH]c1C | 1.6
CCCCCOc1ccc(C2(c3ccccc3)NC(=O)NC2=O)cc1 (stereo not given) | -0.06
CCOC(=O)C1=C(C)NC2=C(C(=O)c3ccccc32)C1c1ccc(OC(=O)c2ccccc2)cc1 (stereo not given) | -1.2
CCn1c(Cc2ccccc2)nc2ccccc21 | -0.64
COc1ccc(C2CC(=O)C3=C(C2)Nc2ccccc2NC3c2cccc3ccccc23)cc1OC (stereo not given) | 5.4*
CC1(C)CC(=O)C(C=Nc2ccccc2Cl)=C(O)C1 | -0.93
COc1ccc(C2=NN3C(C2)c2cc(Cl)ccc2OC3c2cccnc2)cc1 (stereo not given) | 2.7
Cc1ccc(CSc2n[nH]c(=O)n2-c2ccc(OCc3ccccc3)cc2)cc1 | -0.69
O=C1C=C(NC2Cc3ccccc3C2)CC(c2ccc(F)cc2)C1 (stereo not given) | -0.85
Cc1ccc(S(=O)(=O)CCS(=O)(=O)c2cccs2)cc1 | 1.3
Cc1cc(C)cc(NC(=O)Nc2ccc3ccccc3n2)c1 | 1.7
CN1C(=O)C(O)(CC(=O)c2ccc3c(c2)OCO3)c2ccccc21 (stereo not given) | 1.8
O=C(O)C1C2CC=CC2c2c3c(cc4ccccc24)C2C=CCC2CN31 (stereo not given) | -0.13
COc1ccc(C2C(C(=O)c3cccs3)=C(O)C(=O)N2c2nnc(C)s2)cc1 (stereo not given) | 0.65
CCOC(=O)N1CCC2(CC1)NCCc1c2[nH]c2ccccc12 | 1.1
COc1ccc(C2C(C(=O)c3cccs3)=C(O)C(=O)N2CCN2CCOCC2)cc1OC (stereo not given) | -0.15
O=C(Oc1ccc(C2NC(C(=O)O)CS2)cc1)c1ccco1 (stereo not given) | 2.5
N#Cc1c(NC(=O)c2ccccc2Cl)sc2c1CCC2 | 0.07
COc1cccc2c1OC(c1cccnc1)N1N=C(c3cc(C)ccc3O)CC21 (stereo not given) | 2.3
CCc1nc2ccccc2n1CC(O)COc1cc(OC)cc(OC)c1 (stereo not given) | 1.9
N#CC1=C(SCc2ccccc2)NC(=O)CC1c1ccccc1 (stereo not given) | 2.3
CC(=O)Nc1ccc(OC(F)(F)F)cc1[N+](=O)[O-] | -0.95
Clc1ccccc1Cn1nnc2c(N3CCCCC3)ncnc21 | -0.54
CCOC(=O)c1c[nH]c2c(C(=O)OCC)cccc2c1=O | 0.45
Oc1ccc2ccccc2c1SSc1c(O)ccc2ccccc12 | -0.73
CCN(CC)C(=O)Cn1nc(C)c2ccccc2c1=O | 0.39
COc1ccc(OCCC(=O)NNC(=S)NC2CC3C=CC2C3)cc1 (stereo not given) | 2.8

Screening data (PubChem BioAssay)
